Fh CTSL1 inh: cathepsin L1 inhibition, PFM18AAP counter-screen; recombinant F. hepatica cathepsin L1, Z-Leu-Arg-MCA fluorescence; inhibition, % at 5.96 µM; hit rate 0.49% among 300,000; AID 1906;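 active = inhibition above the mean of all tested compounds plus 3 SD, set per screening campaign, cut at about 17% in these data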;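 also: 0% = plate median of test compound wells and 100% = 1 µM Z-Phe-Ala-diazomethylketone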
PP5 inh: blocks human protein phosphatase 5 activity | inhibition, % at 6.7 µM | purified PP5c, OMFP substrate fluorescence | P53041 | hit rate 0.18% among 320,000;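 active = inhibition above the campaign's mean inhibition across all tested compounds plus 3 SD, cut at about 9.5% in these data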;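 also: 0% = DMSO only and 100% = 100 µM cantharidin control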
core dimer inh: HCV core protein dimerization inhibition | TR-FRET GST/Flag-core106 dimerization, 1536-well | hit rate 0.33% among 300,000 | inhibition, % at 5 µM;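 active = inhibition above the mean of all tested compounds plus 3 SD, set per screening campaign, cut at about 45% in these data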
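Assay system: tagged HCV core106 pair (GST and Flag); medium: KF-containing HEPES buffer, pH 7.45, DTT, CHAPS, BSA; also added: Eu donor and XL665 acceptor anti-tag antibodies; dosing: 5 µM single dose; timing: compound-protein-antibody incubation 4 h at 22.5 °C; signal: TR-FRET 671 and 617 nm emission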
TPT1 inh: blocks Candida albicans tRNA 2'-phosphotransferase; inhibition, % at 5 µM; recombinant caTPT1, FP RNA substrate dephosphorylation; hit rate 0.81% among 300,000;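 active = inhibition above the mean of all tested compounds plus 3 SD, set per screening campaign, cut at about 24% in these data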;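 also: plate controls were DMSO alone for no effect and ferristatin control at 100 nM for full effect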
procasp7 counter: counter-screen: procaspase-7 (human) activation. activation, % at 8.5 µM. hit rate 0.093% among 330,000. AID 463210. recombinant procaspase-7, Ac-DEVD-pNA absorbance 405 nm; D23A/D198A/D206A triple mutant, cannot self-cleave; scale: DMSO 0, 5 µM enzyme 100;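 active = percent activation above the screen-wide mean plus 3 SD, cut at about 25% in these data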
Target sequence (P55210 whole entry D23A/D198A/D206A): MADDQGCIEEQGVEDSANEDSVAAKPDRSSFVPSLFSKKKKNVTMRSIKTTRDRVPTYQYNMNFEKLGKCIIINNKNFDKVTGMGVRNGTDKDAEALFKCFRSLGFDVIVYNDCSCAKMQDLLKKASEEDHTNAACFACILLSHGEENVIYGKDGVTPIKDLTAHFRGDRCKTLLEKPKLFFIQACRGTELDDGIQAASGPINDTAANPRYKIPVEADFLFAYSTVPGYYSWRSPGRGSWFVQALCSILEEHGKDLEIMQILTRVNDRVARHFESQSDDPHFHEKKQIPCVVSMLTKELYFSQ
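Material: Procaspase-7 triple mutant (PC-7 D3A) | Quantity: 2 µM procaspase-7 mutant as dispensed | Reagent: DEVD-pNA substrate | Times: 1 h preincubation, 2 h reaction | Technique: 405 nm absorbance of p-nitroaniline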
Efflux pump mplx: inhibitors of Candida antifungal efflux pumps expressed in yeast | S. cerevisiae Candida pump triplex, Nile Red efflux | inhibition, % at 10 µM | hit rate 0.44% among 330,000;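 active = plate passing quality check with inhibition over a set limit, or well fluorescence over plate mean plus 4 SD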;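 also: Nile Red retained in pooled yeast measured as flow cytometry median fluorescence; 0% = buffer negative control and 100% = Enniatin B positive control; higher means more Nile Red kept so more efflux inhibition; some compounds called inactive have numbers as strong as hits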
JMJD2C inh: inhibitors of human GASC-1 (JMJD2C) demethylase; GST-JMJD2C(1-420) H3K9me3 demethylation, DELFIA europium; inhibition, % at 2.35 µM; hit rate 0.069% among 330,000;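 active = more than half of a compound's replicate wells show inhibition beyond 50%, single wells judged on their own value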;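 also: signal counts dimethyl H3K9 product captured on neutravidin plate; 0% = median of DMSO wells and 100% = 0.3 times that DMSO median; strong numbers were not always called active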
Target sequence (Q9H3R0 1-420 limits assumed): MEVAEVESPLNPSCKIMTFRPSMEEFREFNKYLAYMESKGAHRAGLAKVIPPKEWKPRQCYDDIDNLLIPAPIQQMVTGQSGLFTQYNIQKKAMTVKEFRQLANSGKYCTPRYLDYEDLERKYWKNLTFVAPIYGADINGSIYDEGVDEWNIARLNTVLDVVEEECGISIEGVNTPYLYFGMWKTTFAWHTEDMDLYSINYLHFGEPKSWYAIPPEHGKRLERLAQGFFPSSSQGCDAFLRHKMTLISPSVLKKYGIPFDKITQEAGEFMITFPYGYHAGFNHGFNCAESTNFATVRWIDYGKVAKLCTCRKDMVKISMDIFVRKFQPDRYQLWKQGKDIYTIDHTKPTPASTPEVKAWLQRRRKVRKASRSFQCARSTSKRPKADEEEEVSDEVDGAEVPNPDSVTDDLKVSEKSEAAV
proCasp3 act: activators of human procaspase-3. P42574. recombinant procaspase-3 D3A, Ac-DEVD-pNA absorbance 405 nm. activation, % at 8.5 µM. hit rate 0.11% among 330,000;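 active = activation above the mean of all tested compounds plus 3 SD, cut at about 21% in these data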;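 also: 0% = DMSO alone and 100% = DMSO wells spiked with extra 5 µM PC-3 D3A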
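assay system = Procaspase-3 D3A mutant | signal = absorbance at 405 nm, 0 and 120 min | times = 1 h preincubation plus 2 h reaction at 25 °C | repeats = single replicate | read-out = % activation between DMSO and enzyme-spiked controls | medium = Zinc-free HEPES saline buffer with Triton X-100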
PP1 inh: counter-screen for PP5 inhibitors: inhibitors of human PP1-alpha. purified PP1alpha, OMFP fluorescence. AID 2235. P62136. inhibition, % at 6.7 µM. hit rate 0.9% among 320,000;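 active = inhibition above the mean inhibition of all tested compounds plus 3 SD, computed separately for each screening campaign, cut at about 15% in these data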
Target sequence (P62136 whole entry, looked up): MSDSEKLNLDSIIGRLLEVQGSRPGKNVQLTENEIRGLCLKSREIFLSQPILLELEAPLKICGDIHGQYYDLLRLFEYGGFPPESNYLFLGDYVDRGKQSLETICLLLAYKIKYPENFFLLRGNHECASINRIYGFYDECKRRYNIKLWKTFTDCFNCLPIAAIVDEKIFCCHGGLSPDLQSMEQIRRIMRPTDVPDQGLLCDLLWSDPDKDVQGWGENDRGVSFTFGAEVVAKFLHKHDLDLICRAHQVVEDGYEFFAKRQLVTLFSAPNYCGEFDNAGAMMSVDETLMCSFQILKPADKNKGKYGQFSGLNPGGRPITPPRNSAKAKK
The depositor's hits bear a star; . = not tested or not shown.

SMILES	Fh CTSL1 inh	PP5 inh	core dimer inh	TPT1 inh	procasp7 counter	Efflux pump mplx	JMJD2C inh	proCasp3 act	PP1 inh
CCCOc1ccc(-c2c(=O)n(OCC(=O)OCC)c3ccccc3[n+]2[O-])cc1	0.3	0.2	8.5	4.0	-5.0	-0.1	-5.1	10.9	-2.8
O=c1[nH]c2ccccc2c(O)c1-c1ccccc1[N+](=O)[O-]	-2.7	1.7	-1.0	-3.2	-4.3	-0.2	-16.8	5.5	-0.7
CCCCCCCCNC(=O)CC(NS(=O)(=O)c1ccc(NC(C)=O)cc1)C(C)C (stereo unspecified)	0.3	2.9	0.0	-0.2	-6.6	-0.2	-29.5	-3.3	-3.0
O=C(COC(=O)c1ccc[nH]c1=O)NC1CCCC1	-1.7	-0.1	0.8	-4.0	-7.9	0.1	-11.9	2.0	-4.7
COc1ccc2c(Cl)c(C(=O)NC3CCS(=O)(=O)C3)sc2c1 (stereo unspecified)	2.5	-0.1	-4.0	-3.9	-6.1	-0.2	11.7	-1.0	2.2
O=C(c1ccc(S(=O)(=O)N2CCCC2)cc1)N1CCC(CN2C(=O)c3cccc4cccc(c34)C2=O)CC1	4.6	2.1	19.9	0.7	-4.1	0.0	6.5	9.5	5.2
COC(=O)c1cccc(Nc2nc(-c3ccncc3)nc3ccccc23)c1	5.8	-10.5	0.1	-6.0	-11.7	-0.2	-4.8	5.5	-7.7
COc1ccc(CCN2CC34C=CC(O3)C(C(=O)NCc3ccccc3)C4C2=O)cc1OC (stereo unspecified)	-0.9	2.2	-6.9	-2.0	4.4	0.0	1.9	16.7	-3.9
COc1ccc(N2C(=O)/C(=C\c3ccco3)N=C2SCC(=O)N(C(C)C)C(C)C)cc1Cl	-1.2	2.5	37.2	5.3	-1.4	0.2	7.4	-3.5	-2.6
CNC(=O)c1cc2c(s1)-c1ccccc1CC2	-2.6	1.4	4.3	2.0	1.8	0.0	-15.9	-11.1	-0.5
COc1ccc(CNc2cccc3[nH]c(C(F)(F)F)nc23)cc1	-0.9	-1.0	-3.8	-0.8	6.4	-0.2	0.0	-0.6	-1.0
COC(=O)c1cccc(C(=O)N2CCCC(C(=O)c3cccc(OC(C)C)c3)C2)c1 (stereo unspecified)	-0.3	1.3	0.6	0.2	1.8	-0.1	-8.3	6.0	-2.2
Cc1ncc(CN2CCCC(CCC(=O)NCc3ccccc3F)C2)s1 (stereo unspecified)	3.8	0.6	-6.2	0.3	-9.8	0.2	3.9	2.1	-3.6
C#CCSc1nc2ccccc2n1C(=O)c1ccc(S(=O)(=O)N2CCCCC2)cc1	-1.2	0.4	-0.6	-6.7	-2.0	-0.2	-12.5	-1.3	-1.9
C#CCOCCOCCOCCNc1nc(N2CCN(C(=O)[C@H](CCCCN)n3cc(CN)nn3)CC2)nc(N2CCN(C(=O)[C@H](CCC(=O)O)n3cc(CN)nn3)CC2)n1	.	.	.	.	-5.2	0.0	2.2	-1.4	.
Cc1ccc2c(c1)N(C(=O)CCC(=O)NC1CCN(Cc3ccccc3)CC1)CC(C)O2 (stereo unspecified)	1.5	-2.7	4.0	-0.3	1.0	-0.1	1.4	-0.6	-4.0
COc1ccc2c(C(=O)c3ccc(C)cc3)n(Cc3ccc(C(N)=O)cc3)[n+]([O-])c2c1	-0.6	0.8	-60.2	0.1	2.2	-0.1	1.4	2.5	1.6
COc1ccc(NC(=S)N2CCN(c3ccccn3)CC2)cc1OC	-4.7	-0.8	-5.4	-1.9	-23.1	0.1	-0.7	-16.4	-0.5
O=C(NCCO)c1cccc(Nc2nc(-c3ccccc3)c3cc(Cl)ccc3n2)c1	3.3	5.1	-5.8	-2.4	-27.0	0.1	-2.0	-1.4	3.7
C=CCOc1ccccc1CN1CCC(n2nccc2NC(=O)C2CCOC2)CC1 (stereo unspecified)	-0.9	2.6	-2.3	-2.1	-6.2	0.4	18.8	1.0	-3.2
COC(=O)c1cn(NC(=O)c2cccnc2)c(=O)c2ccccc12	-0.3	0.7	-6.8	0.9	5.7	-0.1	-26.2	9.4	1.9
Nc1c(C(=O)CCC(=O)O)oc2ccc(Cl)cc12	5.0	-0.3	-8.0	-1.0	0.6	0.2	9.1	1.6	2.5
Cc1cc(=O)[nH]c2ccc(S(=O)(=O)NC3CCCCC3)cc12	-2.0	2.1	2.9	-0.5	-4.2	0.1	-1.7	-6.6	-2.9
Cc1cc(C)n2cnnc2n1	-5.4	1.3	-6.6	0.1	-0.3	0.0	11.6	0.1	0.6

Filtered by structure: those above with a thiophene ring, fused or not.
SMILES	Fh CTSL1 inh	PP5 inh	core dimer inh	TPT1 inh	procasp7 counter	Efflux pump mplx	JMJD2C inh	proCasp3 act	PP1 inh
COc1ccc2c(Cl)c(C(=O)NC3CCS(=O)(=O)C3)sc2c1 (stereo unspecified)	2.5	-0.1	-4.0	-3.9	-6.1	-0.2	11.7	-1.0	2.2
CNC(=O)c1cc2c(s1)-c1ccccc1CC2	-2.6	1.4	4.3	2.0	1.8	0.0	-15.9	-11.1	-0.5

Continuation:
SMILES	Fh CTSL1 inh	PP5 inh	core dimer inh	TPT1 inh	procasp7 counter	Efflux pump mplx	JMJD2C inh	proCasp3 act	PP1 inh
Cc1cccc(C)c1OCC(=O)Nc1ccccc1N1CCCCC1	-0.7	-1.7	5.3	-4.6	-4.7	1.9	-0.1	4.2	-2.1
CCCc1nnc(NC(=O)c2c(O)c3c([nH]c2=O)CCCC3)s1	-1.5	1.3	7.0	-2.5	12.1	0.3	15.4	-4.6	-4.9
CCc1ccccc1NC(=O)CSc1nnc([C@H](CCSC)NC(=O)OC(C)(C)C)o1	54.4*	1.7	1.0	-1.3	8.6	0.2	20.4	4.2	-2.6
CCOC(=O)C1CCN(S(=O)(=O)c2ccc(OCC)cc2)CC1	0.5	1.0	3.5	-4.1	10.0	-0.1	0.1	-3.0	-0.1
C/C(Cl)=C\Cn1c(NCCc2ccccc2)nc2c1c(=O)n(C)c(=O)n2C	-0.8	1.5	3.3	-1.1	9.7	0.0	10.4	-0.2	0.9
CCn1cc([N+](=O)[O-])c(C(=O)Nc2ccn(Cc3ccccc3F)n2)n1	7.2	-2.3	2.8	0.1	0.6	-0.1	4.7	3.9	-0.9
Cc1[nH][nH]c(=O)c1C(c1ccc(-c2cccc(Cl)c2)o1)c1c(C)[nH][nH]c1=O	8.5	0.7	7.0	1.3	-26.0	0.0	17.1	-16.2	6.0
COc1ccc(N2CC(C(=O)Nc3ccc(S(=O)(=O)Nc4nccs4)cc3)CC2=O)cc1 (stereo unspecified)	-0.8	2.5	-2.7	-6.2	-6.3	0.1	-3.4	2.4	-0.3
NS(=O)(=O)c1ccc(NC(=O)CN2C(=O)c3ccccc3C2=O)cc1	2.4	0.7	1.8	0.4	3.5	-0.1	-2.8	1.0	-3.5
N#Cc1nc(-c2ccco2)oc1N1CCCC1	3.0	-0.4	-1.3	-3.0	0.1	0.1	28.7	-3.2	-3.0
COc1ccccc1CCC(=O)Nc1cccc(S(=O)(=O)N2CCCCCC2)c1	-1.9	2.8	4.5	5.1	0.6	0.1	-0.1	-0.1	-3.3
CC(C)(O)CCc1c(-c2ccc(O)cc2O)oc2c3c(cc(O)c2c1=O)OC(C)(C)C=C3	-1.9	7.3	1.4	9.6	-11.4	0.5	14.3	2.6	-3.2

Three compounds from above, arranged by length of the SMILES, low to high.
SMILES	Fh CTSL1 inh	PP5 inh	core dimer inh	TPT1 inh	procasp7 counter	Efflux pump mplx	JMJD2C inh	proCasp3 act	PP1 inh
CCn1cc([N+](=O)[O-])c(C(=O)Nc2ccn(Cc3ccccc3F)n2)n1	7.2	-2.3	2.8	0.1	0.6	-0.1	4.7	3.9	-0.9
CC(C)(O)CCc1c(-c2ccc(O)cc2O)oc2c3c(cc(O)c2c1=O)OC(C)(C)C=C3	-1.9	7.3	1.4	9.6	-11.4	0.5	14.3	2.6	-3.2
Cc1[nH][nH]c(=O)c1C(c1ccc(-c2cccc(Cl)c2)o1)c1c(C)[nH][nH]c1=O	8.5	0.7	7.0	1.3	-26.0	0.0	17.1	-16.2	6.0

(continued)
SMILES	Fh CTSL1 inh	PP5 inh	core dimer inh	TPT1 inh	procasp7 counter	Efflux pump mplx	JMJD2C inh	proCasp3 act	PP1 inh
CCOC(=O)NNC(=O)C12CC3CC(CC(C3)C1)C2	-0.4	2.3	-4.9	3.0	-6.3	0.0	10.6	1.6	-9.1
COc1ccc(OC)c(S(=O)(=O)NCC2CCCO2)c1 (stereo unspecified)	-5.2	1.3	0.1	5.6	3.8	-0.1	22.0	-9.2	-3.4
CN1CCC(OC(=O)Cc2ccc(Cl)cc2)CC1	-2.2	-0.6	1.3	-1.1	5.1	-0.3	5.6	6.8	-3.1
O=C(CSc1nnc(-c2ccc3c(c2)OCO3)o1)Nc1ncc(C(F)(F)F)cc1Cl	2.7	-0.6	11.2	6.5	-3.7	-0.1	8.2	1.6	-3.3
COC(=O)[C@]1(Cc2ccccc2)N[C@H](CN(C)C(=O)Nc2ccc(C(F)(F)F)cc2)[C@@H]2C(=O)N(C)C(=O)[C@@H]21	.	.	.	.	0.8	0.0	11.5	-1.1	.
CN(C)C1(CNC(=O)C2CCN(S(=O)(=O)c3cccc(C(F)(F)F)c3)CC2)CCCCC1	-1.2	-1.0	-6.8	-1.2	3.0	-0.3	32.4	1.9	-0.9
Cc1[nH]c2ccccc2c1C(=O)C(=O)NCc1cccs1	-2.1	2.1	2.5	-1.6	5.5	0.3	5.5	3.6	-2.3
O=C(CCCc1nc2ccccc2s1)Nc1ccccc1	-0.1	0.6	-0.5	-1.6	0.4	-0.1	-6.1	1.3	1.0
c1ccc2c3c([nH]c2c1)C(C1CCCCC1)N(Cc1ncc[nH]1)CC3 (stereo unspecified)	-2.6	2.2	1.4	0.7	-8.2	0.2	10.5	-6.4	-0.2
S=C(Nc1ccccc1)N1CCOCCOCCN(C(=S)Nc2ccccc2)CCOCCOCC1	-3.3	-0.7	4.0	-4.2	-0.5	0.2	0.1	-6.9	-1.7
N#Cc1c(-c2ccccc2)nc2n(c1=O)CCS2	-1.3	-0.3	-4.6	-2.8	5.0	0.0	3.8	4.8	-0.6
Cc1cc(Cl)ccc1OCC(=O)OCC(=O)N(CC(C)C)c1c(N)n(Cc2ccccc2)c(=O)[nH]c1=O	0.1	-1.8	-4.8	1.0	9.5	-0.2	-2.5	13.7	1.1
COc1cc(/C=C/c2noc(-c3ccccc3O)n2)ccc1OC(C)=O	2.2	-1.3	-3.5	-2.8	5.0	0.1	14.7	1.7	-2.3
CCN1CCN(c2cc(C)c3cc(NC(=S)N4CCCC4)ccc3n2)CC1	2.8	-0.5	-13.1	-3.3	-9.3	0.0	5.3	2.7	5.1
CCO[C@@H]1OC(C(=O)NC2CC2)=C[C@H](c2c[nH]c3ccccc23)[C@H]1CCCO	-1.4	-1.4	-12.1	-0.7	-4.1	-0.1	52.4*	2.1	-1.8
